# Screens (PubChem BioAssay)
# HePTP inh – blocks human HePTP tyrosine phosphatase | P35236 | recombinant HePTP phosphatase activity, OD absorbance | inhibition, % at 20 µM | 110,000 compounds, 0.64% hits | AID 521; in the data active means inhibition above about 50%;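 further: plate controls were vehicle for no effect and reference inhibitor for full effect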
# Target sequence (P35236 whole entry, looked up): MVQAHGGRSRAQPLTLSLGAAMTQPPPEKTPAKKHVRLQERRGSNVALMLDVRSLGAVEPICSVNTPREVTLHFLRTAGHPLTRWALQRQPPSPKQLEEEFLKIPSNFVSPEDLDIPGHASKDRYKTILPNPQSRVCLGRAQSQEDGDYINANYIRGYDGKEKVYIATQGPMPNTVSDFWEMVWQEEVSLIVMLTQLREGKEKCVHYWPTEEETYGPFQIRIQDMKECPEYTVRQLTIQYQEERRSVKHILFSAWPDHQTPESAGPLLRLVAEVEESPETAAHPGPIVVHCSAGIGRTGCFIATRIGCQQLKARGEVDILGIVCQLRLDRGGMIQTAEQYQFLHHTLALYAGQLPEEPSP
# BAP1 inh – inhibitors of human BAP1 deubiquitinase | Q92560 | recombinant BAP1, Ub-AMC hydrolysis fluorescence kinetic; active compounds read low | activity remaining (% of control), % at 20 µM | 72,000 compounds, 0.48% hits | AID 436;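 active means activity remaining at or below 50% of control, provided the compound also passes the data quality filters; inactive means the rest, including low values that fail the filters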;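 further: 100% = DMSO wells rate and 0% = substrate alone blank rate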
# Target sequence (Q92560 whole entry, looked up): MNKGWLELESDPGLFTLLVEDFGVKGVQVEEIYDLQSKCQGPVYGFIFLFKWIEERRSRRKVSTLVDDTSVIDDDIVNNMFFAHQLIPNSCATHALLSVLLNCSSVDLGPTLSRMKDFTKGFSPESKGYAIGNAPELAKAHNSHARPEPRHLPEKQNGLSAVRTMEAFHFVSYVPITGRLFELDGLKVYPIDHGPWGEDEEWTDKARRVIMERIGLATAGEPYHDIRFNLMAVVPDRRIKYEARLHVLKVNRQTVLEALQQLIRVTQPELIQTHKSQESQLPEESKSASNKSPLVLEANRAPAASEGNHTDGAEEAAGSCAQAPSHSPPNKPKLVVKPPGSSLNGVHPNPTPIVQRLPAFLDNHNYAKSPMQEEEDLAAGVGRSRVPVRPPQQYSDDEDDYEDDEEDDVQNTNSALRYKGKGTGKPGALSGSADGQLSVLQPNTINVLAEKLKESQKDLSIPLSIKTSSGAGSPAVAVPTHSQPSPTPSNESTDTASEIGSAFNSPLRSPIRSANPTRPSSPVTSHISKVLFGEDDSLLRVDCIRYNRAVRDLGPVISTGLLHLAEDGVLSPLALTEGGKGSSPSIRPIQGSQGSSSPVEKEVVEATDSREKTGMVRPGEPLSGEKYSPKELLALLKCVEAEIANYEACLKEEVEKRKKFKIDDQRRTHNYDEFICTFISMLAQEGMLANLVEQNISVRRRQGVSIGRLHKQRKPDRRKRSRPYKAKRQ
# Active calls of the source: *; x = no result given; & = joins results of further samples.
SMILES,HePTP inh,BAP1 inh
COc1ccc(NC(=O)Nc2ccc(C)cc2OC(F)F)cc1OC,1.8,57.9
Nc1cc(C(=O)c2cccs2)ccc1Cl,6.9,90.1
COc1ccc(C2(CNS(=O)(=O)c3ccccc3)CCCC2)cc1OC,-4.6,x
CN1CC2(Cc3c1ccc1ccccc31)C(=O)OC(C)(C)OC2=O,-0.9,176.5
COc1ccc(OC)c(NC(=S)NC(NC(=O)c2ccccc2Br)C(Cl)(Cl)Cl)c1 (stereo unspecified),-1.2,x
O=C(Nc1cccc2ccccc12)c1cc([N+](=O)[O-])ccc1Cl,-10.2,x
CCOc1ccc(NS(=O)(=O)c2ccc(OC)c(OC)c2)cc1,3.8,x
Cc1cc(NCc2ccccc2)nc(-c2ccccc2O)n1,4.5,68.6
Cc1ccc(N2C(=O)NC(=O)/C(=C/c3cccc(F)c3)C2=O)cc1,-18.1,x
O=C(CSC1=NCCS1)N1CCCCCC1,3.0,130.7
CC1=C(C(=O)OCc2ccccc2)C(c2ccccc2Cl)CC(=O)N1 (stereo unspecified),5.9,x
COc1ccc([N+](=O)[O-])cc1NC(=O)c1c([N+](=O)[O-])cnn1C,x,77.1

# 2 compounds picked at random from those above, as already listed:
SMILES,HePTP inh,BAP1 inh
CCOc1ccc(NS(=O)(=O)c2ccc(OC)c(OC)c2)cc1,3.8,x
COc1ccc(C2(CNS(=O)(=O)c3ccccc3)CCCC2)cc1OC,-4.6,x

# (next part)
SMILES,HePTP inh,BAP1 inh
CCOc1ccccc1NC(=O)c1cccc(C)c1,4.4,x
Nc1ncnc2c1ncn2CCNCCc1ccccc1,8.4,x
Cc1ccc(Cl)cc1NC(=O)c1cccnc1,-5.0,x
Cc1ccc(N2C(=O)Cn3c2nc2c3c(=O)n(C)c(=O)n2C)cc1Cl,-4.5,x
CCOc1nc(C)ccc1-c1noc(-c2ccco2)n1,-5.5,82.0
COc1cc(NC(=O)COc2ccccc2C)ccc1NC(=O)c1ccco1,3.8,x
C/C(=N\N=C1\NC(=O)C(CC(=O)Nc2ccccc2C)S1)c1ccco1 (stereo unspecified),3.3,x
Cn1c(N)c(C(=O)COC(=O)CCCc2c[nH]c3ccccc23)c(=O)n(C)c1=O,0.4,117.8
CCN(CC)c1ccc(/C=C2\SC(N)=NC2=O)c(OCc2ccc(Cl)cc2)c1,6.4,x
C1CCc2nnc(-c3nnc4n3CCCCC4)n2CC1,3.5,92.1
CCOC(=O)C1=C(N)n2c(s/c(=C\c3cccs3)c2=O)=C(C(=O)OCC)C1c1cccs1 (stereo unspecified),4.5,59.9
Cc1ccc(-n2c(O)c(/C=N/n3cnnc3)c3ccccc3c2=O)cc1,2.3&8.4,71.5
CCC1C(=O)N=C(SCC(=O)Nc2cccc3ccccc23)NC1=O (stereo unspecified),-8.8,100.2
O=C(NC(=S)Nc1ccc2oc(-c3ccc(F)cc3)nc2c1)c1ccco1,-16.7,x
CCC(=O)NC(Nc1cc(Cl)ccc1OC)(C(F)(F)F)C(F)(F)F,3.8,x
Cc1ccc(-c2cc(C(F)(F)F)n3ncc(C(=O)N(C)CCc4ccccn4)c3n2)cc1,x,110.8
CC(=O)c1ccc(NC(=O)Cn2nc(C)cc2C)cc1,10.4,76.9
Cc1[nH]c2ccccc2c1-c1nc2ccccc2[nH]1,-12.0,78.5
Cc1oc2cc(Br)c(OCC(=O)C(C)(C)C)cc2c1C(=O)OC(C)C,-8.8,x
CCOC(=O)CCCNC(=O)CN1C(=O)NC2(CCCCCC2)C1=O,9.5,102.7
O=C(NCc1ccccn1)C1CCCN(S(=O)(=O)c2ccccc2)C1 (stereo unspecified),-8.2,53.2
CCn1c2ccccc2c2cc(CN3CCN(Cc4cccc([N+](=O)[O-])c4)CC3)ccc21,1.7,x
CCOc1ccc(C(=O)Nc2ccc(NC(=O)c3cc4ccccc4o3)c(OC)c2)cc1[N+](=O)[O-],-6.2,x
CC1=C(C#N)C(c2ccc3ncccc3c2)C(C#N)=C(C)N1,12.1,86.1

# Looked up above.
# Result of Cc1ccc(-n2c(O)c(/C=N/n3cnnc3)c3ccccc3c2=O)cc1 in HePTP inh: 2.3&8.4
# Result of Cc1ccc(N2C(=O)NC(=O)/C(=C/c3cccc(F)c3)C2=O)cc1 in HePTP inh: -18.1

# Next section:
SMILES,HePTP inh,BAP1 inh
COc1cc(C2C3CN(C)CC=C3C(C#N)=C(N)C2(C#N)C#N)ccc1OC(C)C (stereo unspecified),-2.4,x
COc1ccc(C)cc1NC(=O)NCCC1=CCCCC1,-7.2,65.3
C/C(=N/N1CCN(c2ccccc2)CC1)c1cccc([N+](=O)[O-])c1,-5.2,x
O=C(NCC(O)c1ccccc1)C(=O)Nc1ccccc1 (stereo unspecified),6.0,x
Cc1cc(C)nc(/N=C2\NC(=O)CC3C(=O)NCCN23)n1 (stereo unspecified),-2.0,102.5
O=C(C1CC1)N1CCN=C1SCc1ccc(Cl)cc1,-5.2,95.7
CCOC(=O)C(=CNc1ccccc1C(=O)O)C(=O)OCC,-13.0,x
O=C(O)C1CC=C(Cl)CC1C(=O)Nc1cncs1 (stereo unspecified),15.0,x
NC(=O)COc1ccc(/C=N/NS(=O)(=O)c2ccccc2)cc1,9.2,x
O=C(N/N=C/c1ccc(OC(=O)c2cccs2)cc1)c1ccncc1,5.4,x
CCOC(=O)C1CCCN(C(=O)c2cncc(Br)c2)C1 (stereo unspecified),5.0,93.1
Cc1ccc(S(=O)(=O)Nc2cc(C)c(O)c(Sc3ncn[nH]3)c2)cc1,-4.1,x
Cc1ccc(NC(=O)c2cc(-c3cccs3)nc3ccccc23)cc1,-14.9,x
O=C(Nc1ccc(Nc2ccccc2)cc1)c1ccc(Cl)cc1Cl,3.0,x
CCCCOc1ccc2c(=O)c(Oc3ccccc3Br)coc2c1,6.4,x
CCOC(=O)c1coc(CNC(=O)c2c(C)oc3c2CCCC3)c1,6.3,103.8
O=C(O)CCNc1nc(-c2ccccc2)nc2ccccc12,9.4,97.9
O=c1[nH]c2sc3c(c2c(=O)n1Cc1ccccc1)CCC3,-0.3,84.5
O=C(c1cc2c(s1)CCC2)N1C(=O)c2ccccc2S1(=O)=O,-10.0,93.6
O=C(c1ccco1)N1CCN(CC(O)COc2ccc3oc4ccccc4c3c2)CC1 (stereo unspecified),9.6,119.6
Cc1ccc(S(=O)(=O)N(C)CC(=O)N2CCOCC2)cc1,10.1,88.7
O=C(COC(=O)Cn1cnc2ccccc21)Nc1ccc2c(c1)OCCO2,2.0,107.5
Cc1sc(-n2c(C)ccc2C)c(C#N)c1C,0.8,96.3
CCn1c(CNC(=O)c2ccc(OC)c(OC)c2)nnc1SCC(=O)c1ccc(OC)cc1,8.6,112.0
CCOC(=O)Cn1c(C)cc(COC)c(C#N)c1=O,-1.2,x
O=C(N(c1ccc(Cl)cc1)C1C=CS(=O)(=O)C1)C(F)(F)F (stereo unspecified),5.0,x
O=C(/C=C/c1ccc(-c2ccccc2[N+](=O)[O-])o1)Nc1ccc(O)c(-c2nc3ccccc3o2)c1,-1.4,x
C/C(CCc1oc2ccc(Cl)cc2c1-c1ccc(C)o1)=N\O,-17.2,x
CCN(CC)c1ccc2cc(C(=O)Nc3ccccc3Cl)c(=N)oc2c1,x,87.7
CC1=C(C(=O)OCCOC(C)C)C(c2ccc(N(C)C)cc2)C2=C(CCCC2=O)N1 (stereo unspecified),x,109.8
O=C(Nc1nc(-c2ccc(Br)cc2)cs1)c1cc([N+](=O)[O-])ccc1Cl,0.9,x
COc1cc(CC(=O)N2CCOCC2)c(Cc2cc(OC)c(OC)cc2CC(=O)N2CCOCC2)cc1OC,0.8,x
COc1cc(-c2nc3sc(C)c(C)c3c(=O)[nH]2)ccc1C,1.6,x
O=S(=O)(O)c1ccc2c(c1)C(S(=O)(=O)O)CC(=N\O)/C2=N/O (stereo unspecified),-0.2,x
C=CCSc1nnc2c(n1)OC(c1cccnc1)N(C(C)=O)c1ccccc1-2 (stereo unspecified),-6.0,86.5
COc1ccc(/C=N/NC(=O)c2n[nH]c3c2CCC3)cc1O,-12.3,x

# Compound profiles (already shown). Screens in order: HePTP inh	BAP1 inh
# Results for `CC1=C(C(=O)OCCOC(C)C)C(c2ccc(N(C)C)cc2)C2=C(CCCC2=O)N1` (stereo unspecified) = x	109.8
# Results for `C/C(CCc1oc2ccc(Cl)cc2c1-c1ccc(C)o1)=N\O` = -17.2	x

# Remaining list, next part
SMILES,HePTP inh,BAP1 inh
CCOC(=O)C(NC(=O)OC(C)C)(Nc1nccs1)C(F)(F)F (stereo unspecified),7.8,114.1
CCOC(=O)CSC1=Nc2ccccc2C2=NC(CC(=O)NCc3ccc(OC)cc3)C(=O)N12 (stereo unspecified),4.9,71.2
O=[n+]1c2c(n([O-])c3cc(Br)ccc31)CCC2,7.4,78.3
CC(=O)c1c(C)oc2c1cc(OC(=O)c1ccco1)c1ccccc12,7.6,x
Cc1nnc(NCc2ccco2)c2ccccc12,6.8,104.2
COc1ccc(CN2C(=O)NC3(CCCCCC3)C2=O)cc1F,10.1,94.5
CCC(=O)N1N=C2c3ccc(OC)cc3CCC2C1c1ccc(N(C)C)cc1 (stereo unspecified),-21.5,x
CCCOc1ccc(/C(O)=C2/C(=O)C(=O)N(CCN(C)C)C2c2ccc(O)c(OC)c2)cc1 (stereo unspecified),9.1,85.7
COc1ccc(S(=O)(=O)N2CCN(C(=O)c3cccnc3)CC2)cc1,5.4,x
COC(=O)c1cn(-c2ccccc2)nc1-c1cccnc1,5.9,x
COc1cccc(-c2nnc(SCc3nc4ccccc4[nH]3)n2N)c1,6.8,95.8
CSc1nc(=NC(C)=O)ss1,-2.3,100.5
COc1ccc(OCC(=O)N2CCN(c3ccccn3)CC2)cc1,6.4,x
CC(C)=CC(=O)Nc1ccc(Br)cc1,-1.1,118.3
O=C(Nc1ccccc1)Nc1ccccc1C(=O)NCc1ccco1,-0.9,73.4
Cc1ccc(/C(O)=C2\C(=O)C(=O)N(CCCC(=O)O)C2c2ccc(N(C)C)cc2)cc1 (stereo unspecified),8.2,x
O=C(NCCN1CCN(C(=O)c2ccc(Cl)cc2Cl)CC1)c1ccc(Cl)cc1Cl,5.9,x
CCOC(=O)c1c(O)cc(C)cc1Nc1ccccc1,x,69.4
COc1ccc(-c2nc(C#N)c(NCCc3ccccc3)o2)cc1OC,6.5,864.2
COc1cc(S(=O)(=O)N(Cc2ccco2)C2CCCC2)ccc1-n1cnnn1,2.0,82.0
CN(c1ccccc1)S(=O)(=O)Cc1ccccc1,x,75.0
CC(=O)Oc1ccccc1-c1nc2s/c(=C/c3ccco3)c(=O)n2n1,34.3,x
COc1ccc2[nH]cc(CCC(=O)O)c2c1,5.5,x
Cc1cccc(C2CC(c3ccccc3)Nc3nc(N)nn32)c1 (stereo unspecified),18.6,91.3
O=C(COc1ccccc1Cl)Nc1ccc2c(c1)OCCO2,5.5,95.4
C=CCN(C(=O)CNS(=O)(=O)c1ccccc1)C(C(=O)NCCOC)c1ccncc1 (stereo unspecified),-4.8,104.4
O=C(Nc1ccc(I)cc1Cl)c1cccc(Cl)c1Cl,2.8,x
CC(=O)c1sc(N)c(C(=O)OC(C)C)c1C,4.1,x
Cc1nc2ccc(S(=O)(=O)NCC(=O)N3CCN(c4ccccn4)CC3)cc2s1,4.3,91.4
O=C(Nc1ccc(-c2nnc(-c3ccccc3)o2)cc1)C(c1ccccc1)c1ccccc1,10.8,x
CCOC(=O)c1ccc(NC(=O)CCCOc2ccccc2)cc1,-0.7,x
Cc1oc(-c2cccc(Cl)c2)nc1CN1CCCC(C(=O)NCc2ccco2)C1 (stereo unspecified),11.6,121.9
Cc1c(N(C)C)nc2ccccc2c1N,7.4,88.2
Cc1ccc2[nH]c3c(NCCN4CCOCC4)ncnc3c2c1,8.3,61.3
Cc1ccc(C(=O)CSc2nc(O)cc(=O)[nH]2)c(C)c1,8.5,x
CCC(Nc1ccccc1)C(=O)N/N=C/c1cc([N+](=O)[O-])ccc1O (stereo unspecified),-6.1,x
CCOC(=O)C1CCN(Cc2nc3ccccc3c(=O)n2-c2ccc(OCC)cc2)CC1,4.0,118.8
COc1ccc(N2C(=O)c3ccccc3NC2c2ccc(C)cc2)cc1 (stereo unspecified),-3.5,x
O=C(Nc1ncc(Cc2cccc([N+](=O)[O-])c2)s1)c1ccc(Br)cc1,8.3,x
O=c1[nH]c(=S)n(-c2ccc(Br)cc2)c(O)c1/C=C1\C=Nc2ccccc21,-22.8,x
Cn1nc(-c2ccc(OCC(=O)Nc3cccnc3)cc2)c2ccccc2c1=O,x,109.9
Cc1ccc(C(=O)CSc2nnc(-c3ccco3)n2CC2CCCO2)cc1 (stereo unspecified),1.4,107.4
CCOC(=O)C1=C(N)OC2=C(C(=O)CC(C)(C)C2)C1c1ccccc1[N+](=O)[O-] (stereo unspecified),x,106.5
COCc1cc(=O)n2[nH]c(-c3ccc(Cl)cc3)cc2n1,-0.5,x
O=C(C1CCCN(S(=O)(=O)c2cccc3nonc23)C1)N1CCC(Cc2ccccc2)CC1 (stereo unspecified),6.5,63.0
COCCOC(=O)C1=C(C)NC2=C(C(=O)CC(C)(C)C2)C1c1ccncc1 (stereo unspecified),0.7,x
COc1ccc(OC)c(-n2c(O)c(C=Nc3ccc4c(c3)OCO4)c(=O)[nH]c2=O)c1,-7.9,x
COc1ccccc1NC(=O)c1ccccc1NS(=O)(=O)N1CCCC1,0.5,80.8
Cc1ccc(C(=O)O)cc1NC(=O)CCC(=O)O,-14.2,x
CC12CN(C(=O)c3ccccc3)C3(C#N)CC1CCC23C (stereo unspecified),1.9,137.4
CCCCn1c(SCc2cc(=O)[nH]c3ccccc23)nc2c1c(=O)n(C)c(=O)n2C,2.1,85.8
CCc1nc(SCC(=O)NCc2ccco2)c2c(=O)n(C)c(=O)n(C)c2n1,0.8,94.4
COc1ccc(OC)c(S(=O)(=O)NCc2cn3c(C)csc3n2)c1,5.8,88.1
Clc1cccc(/C=N/N2CCN(C(c3ccccc3)c3ccccc3)CC2)c1,-9.9,x
